PhoP inhibition – PhoP-dependent GFP reporter repression – Salmonella Typhimurium, primary screen (AID 1863) | S. Typhimurium PhoP-regulated promoter GFP reporter, 4 h; higher % means a stronger effect | one-dose inhibition, % at 50 µM; IC50 in µM for titrated hits | 300,000 tested, 0.16% active;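 active means inhibition over 29.93%, a cutoff 3 SD above the screen mean, later confirmed by dose response; inconclusive means inhibition over 29.93% but no dose response follow-up; inactive means inhibition at most 29.93% or unconfirmed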;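 further: 0% = low Mg2+ inducing control and 100% = high Mg2+ repressing control; strong numbers were not always called active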
Dengue-2 NS5 capping – flavivirus cap methylation enzyme inhibition – biochemical, confirmation dose response, primary screen (AID 588689); inhibition, % at 25 µM; hits with a dose series show IC50 in µM; Dengue-2 NS5 methyltransferase capping enzyme assay, biochemical; higher % means a stronger effect; 340,000 tested, 0.3% active; in the data active means a potency from the dose series; inconclusive means inhibition above about 29% without an active follow-up result
GPR35 antagonists – inhibition of zaprinast-stimulated GPR35 beta-arrestin translocation – imaging, U2OS, beta-arrestin-GFP, zaprinast agonist, primary screen (AID 2058); U2OS GPR35 beta-arrestin-GFP translocation imaging, zaprinast antagonism; higher % means a stronger effect; inhibition, % at 10 µM, or IC50 in µM where a hit was titrated; 290,000 tested, 0.052% active;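 active means inhibition of at least 50% with at least 30 cells and total cytoplasm GFP at most 10,000,000; inconclusive means under 30 cells or total GFP of 10,000,000 plus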
LYP inhibition – PTPN22 lymphoid phosphatase activity blockers – biochemical, fluorescence intensity, uHTS (AID 1779); one-dose inhibition, % at 11.5 µM; IC50 in µM for titrated hits; 290,000 tested, 0.054% active; recombinant LYP phosphatase, fluorescence intensity; higher % means a stronger effect; in the data active means inhibition above about 50%;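 further: plate controls were vehicle with enzyme for no effect and no enzyme for full effect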
West Nile antiviral – inhibition of WNV-induced cytopathic effect – cell-based, CPE readout (AID 1621) | West Nile virus-infected cells, CPE inhibition; higher % means a stronger effect | one-dose CPE inhibition, % at 10 µM; IC50 in µM for titrated hits | 290,000 tested, 0.02% active; in the data active means a potency from the dose series; inconclusive means CPE inhibition mostly from about 3.7% at the one dose, without a potency; inactive means the rest, 99 in 100 with CPE inhibition below about 2.2%; further: strong numbers were not always called active
ER stress rescue – protection against thapsigargin-triggered cell killing – 384-well, CSM14.1, ATP luminescence, primary screen (AID 1222); CSM14.1 thapsigargin-induced death rescue, ATP luminescence; higher % means a stronger effect; cellular ATP content (survival), % at 20 µM; hits with a dose series show EC50 in µM; 190,000 tested, under 10 active;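 active means EC50 below 50 µM in the dose-response confirmation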;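 further: death triggered by thapsigargin at about 15 µM added after 2 h compound pretreatment; cell ATP read after overnight thapsigargin exposure of roughly 18 to 22 hours; normalized against plate controls of thapsigargin alone and 5% DMSO vehicle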
MgcRacGAP inhibition – MgcRacGAP GTPase-activating activity inhibitors, confirmation, biochemical, ADP Hunter fluorescence | AID 624330 | 340,000 tested, 0.6% active | one-dose inhibition, % at 30 µM; IC50 in µM for titrated hits | MgcRacGAP-stimulated Rac1 GTP hydrolysis, ADP Hunter fluorescence; higher % means a stronger effect; GST-tagged Rac1 F28L mutant substrate;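 active means first-screen hits whose inhibition reached a set limit at any dose in the follow-up dose series; inconclusive means inhibition above the set first-screen limit but never retested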;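 further: fluorescence reports GDP produced by GAP-driven GTP hydrolysis; strong numbers were not always called active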
SV40 large T antigen – TAg ATPase/helicase activity blockers – biochemical (AID 1903); SV40 large T antigen ATPase/helicase inhibition assay; higher % means a stronger effect; one-dose inhibition, % at 20 µM; IC50 in µM for titrated hits; 310,000 tested, 0.39% active; in the data active means a potency from the dose series; inconclusive means inhibition mostly from about 32% at the one dose, without a potency; inactive means the rest, 99 in 100 with inhibition below about 32%; further: strong numbers were not always called active
RSV CPE inhibition – inhibition of RSV-induced cytopathic effect – HEp-2 cells, primary 10 µM value included (AID 2391). one-dose CPE inhibition, % at 10 µM; IC50 in µM for titrated hits. HEp-2 cells, RSV-induced CPE inhibition; higher % means a stronger effect. 310,000 tested, 0.13% active; in the data active means a potency from the dose series; inconclusive means CPE inhibition mostly from about 23% at the one dose, without a potency; inactive means the rest, 99 in 100 with CPE inhibition below about 21%; further: strong numbers were not always called active
Dengue-2 NS5 capping pilot replicate – recorded beside Dengue-2 NS5 capping, whose call it bears; inhibition, %; measured here: pilot screen replicate inhibition
* marks the source's active call; other numbers are inactive results; ? = inconclusive; nt = not tested or not shown.

SMILES	PhoP inhibition	Dengue-2 NS5 capping	GPR35 antagonists	LYP inhibition	West Nile antiviral	ER stress rescue	MgcRacGAP inhibition	SV40 large T antigen	RSV CPE inhibition	others
COc1ccc(CCNC(=O)c2cc(=O)n(C)c(=O)n2C)cc1OC	6.0%	1.5%	-3.3%	-4.0%	-0.2%	-2.0%	7.3%	-6.2%	0.6%
Cc1ccc(NC(=O)NCCCN2CCOCC2)cc1	11.9%	-4.0%	-1.3%	-12.5%	0.1%	-1.0%	2.6%	17.7%	-0.7%
CC(C)n1c(O)c(/C=C2\C=NN=C2c2ccccc2)sc1=S	-8.9%	2.3%	-3.4%	5.4%	?	nt	5.5%	9.2%	8.0%
CC(=O)Nc1ccc(NC(=O)c2cccc3c2-c2ccccc2C3=O)cc1	-7.8%	-10.1%	-6.4%	1.2%	-0.1%	-0.6%	7.6%	-2.6%	0.8%
CCN1CCN(S(=O)(=O)c2ccc(Oc3ccccc3OC)cc2)CC1	-2.4%	-2.3%	5.2%	-0.8%	-1.8%	1.3%	6.5%	6.8%	2.3%
C[C@@H]1NC(=O)/C(=C\c2ccccc2Br)NC1=O	-4.9%	-3.3%	6.3%	-3.8%	0.4%	nt	nt	27.3%	1.2%
Cc1ccc(OCCn2cnc3cc([N+](=O)[O-])ccc3c2=O)cc1	4.9%	-4.5%	0.4%	2.9%	-0.6%	2.6%	-1.4%	-2.5%	5.3%
CC(=O)NCCNC(=O)c1ccc(CSc2ccc(Cl)cc2)cc1	3.3%	-0.8%	-5.2%	-4.2%	-1.6%	-0.4%	1.2%	-4.6%	1.4%
CCCCCn1c(=O)[nH]c2cc(C(=O)N3CCN(c4ccccc4F)CC3)ccc2c1=O	1.5%	6.2%	13.7%	-6.1%	-1.2%	nt	-3.6%	-4.1%	-0.4%
CC(C)=C1C2CCC1C1C(=O)N(c3ccc(C)c(C)c3)C(=O)C21 (stereo not drawn)	-6.5%	-2.2%	7.4%	2.2%	-0.5%	-2.5%	6.6%	5.6%	1.5%
O=S(=O)(c1ccc(-c2nnc(SCc3nnc(-c4ccccc4)o3)o2)cc1)N1CCCC1	-10.3%	-3.2%	2.5%	-1.0%	0.6%	4.6%	15.4%	-1.2%	0.3%
O=C(Nc1cccc(Cl)c1)C1CCCN(S(=O)(=O)c2cnc[nH]2)C1 (stereo not drawn)	-4.5%	-0.7%	9.4%	-6.0%	0.1%	-0.2%	2.5%	1.6%	0.6%
CCOC(=O)C1=C(C)S/C(=C\N(C)C)C1=O	3.3%	-1.4%	-1.3%	-6.8%	1.3%	-1.1%	-0.3%	12.2%	1.3%
COC(=O)[C@@H]1C[C@@]2(O)[C@@H](O)[C@@H](O)[C@@H](O)C[C@H]2N1Cc1cc(OC)cc(OC)c1	-2.6%	-7.1%	-10.1%	-7.0%	0.7%	nt	3.0%	7.1%	1.0%
O=C(Nc1ccc2c(c1)OCO2)C(c1ccccc1)N1CCC2(CC1)OCCO2 (stereo not drawn)	-8.7%	3.9%	-14.8%	-5.5%	-0.3%	-1.3%	-13.2%	-0.8%	0.8%
O=C(c1cc([N+](=O)[O-])ccc1Cl)N1c2ccccc2Sc2ccccc21	4.2%	-5.2%	-13.7%	3.2%	-2.0%	-0.1%	11.3%	3.0%	4.5%
CCN(CC(=O)Nc1cc(Cl)ccc1OC)CC(=O)NC1CCS(=O)(=O)C1 (stereo not drawn)	-0.7%	1.7%	0.8%	-5.5%	0.3%	nt	95.7µM*	17.3%	0.0%
CCc1cccc(NS(=O)(=O)c2cccc3cccnc23)c1	-5.4%	1.9%	2.6%	-7.0%	-1.1%	nt	5.8%	12.1%	4.6%
Cc1ccc(C(C)C)c(OCC(=O)N2CCOCC2)c1	-4.8%	-9.4%	-3.5%	-6.5%	0.3%	1.7%	4.7%	3.4%	1.4%
CCN(CC)CCNc1ncnc2c1sc1nc(N3CCOCC3)c3c(c12)CC(C)(C)SC3	-0.4%	-4.8%	19.7%	-6.2%	-0.1%	-9.1%	15.0%	20.0%	6.6%	Dengue-2 NS5 capping pilot replicate=-1.1
CC(=O)c1cn(CC(=O)Nc2ccccc2C(F)(F)F)c2ccccc12	-4.9%	-4.0%	0.2%	-8.3%	-0.7%	nt	8.3%	13.7%	13.2%	Dengue-2 NS5 capping pilot replicate=-2.1
COc1cccc(/C=N/NC(=O)CSc2nnc(C)n2-c2ccccc2)c1O	18.8%	3.2%	5.9%	-1.2%	nt	-1.8%	15.8%	15.9%	3.0%
O=C(COC(=O)c1ccccc1SCC(=O)N1CCCC1)NC1CCS(=O)(=O)C1 (stereo not drawn)	-3.1%	2.9%	nt	nt	nt	nt	-1.1%	9.6%	-1.1%
CN1CCN(c2oc(/C=C/c3ccccc3)nc2C#N)CC1	4.0%	7.7%	13.4%	-36.1%	0.1%	nt	3.2%	9.6%	0.4%
N#CC1(NC(=O)COC(=O)CSc2ccc(F)cc2)CCCCC1	-1.1%	0.0%	nt	nt	nt	nt	5.9%	11.2%	-1.5%
COc1ccc(NC(=O)CCN2CCCCCC2)cc1	5.5%	-3.2%	9.7%	-1.3%	nt	-2.4%	-2.7%	7.2%	0.1%
CC(C)CCNC(=O)c1ccc2c(SCC(=O)O)c3c(nc2c1)CCC3	-7.5%	-12.2%	1.1%	-1.8%	-0.1%	nt	-1.5%	15.3%	0.9%
COc1ccc(CNC(=O)CN(Cc2ccc(C)cc2)C(=O)c2csnn2)cc1	8.6%	-5.8%	0.1%	-3.6%	-0.2%	nt	1.2%	8.0%	-0.7%
Clc1ccc(-n2nnnc2Sc2ncnc3sccc23)cc1	nt	-69.3%	nt	nt	-0.9%	nt	-8.2%	nt	-2.1%
CCc1cc2c(=O)c(-c3nc(C)cs3)coc2cc1OC(C)C(=O)NCCO (stereo not drawn)	-12.5%	0.7%	-19.9%	-10.2%	0.8%	-0.6%	-3.8%	8.9%	0.7%
Cc1cc(C)cc(Oc2ccc(-c3nnc(-c4ccccc4)o3)cc2[N+](=O)[O-])c1	-5.5%	-2.9%	-12.2%	-4.3%	-0.3%	1.7%	3.1%	13.0%	2.5%
COc1nc(NCCO)nc(Nc2cc(Cl)ccc2OC)n1	10.7%	-2.6%	5.4%	-2.7%	0.0%	nt	3.8%	6.1%	9.9%	Dengue-2 NS5 capping pilot replicate=-0.6
O=C(CCN1C(=O)c2ccccc2C1=O)Oc1ccc2ccccc2c1	1.3%	-3.2%	3.0%	-6.9%	1.0%	-1.5%	7.1%	2.3%	1.4%
O=C(COC(=O)C1CCCN1C(=O)c1cccs1)Nc1ccc2c(c1)OCO2 (stereo not drawn)	5.2%	2.2%	13.2%	-2.6%	0.2%	-3.1%	10.5%	-3.0%	1.3%
CCCCNC(=O)COC(=O)c1ccccc1F	-1.7%	-14.1%	-6.0%	-10.5%	0.2%	nt	0.5%	13.1%	1.5%
O=C(Cc1cccc2ccccc12)NNC(=O)Nc1cccc(Cl)c1	-17.1%	-1.5%	15.4%	10.3%	-0.1%	-1.5%	4.8%	19.3%	16.7%
Clc1ccc(Cn2ccc3ccccc32)cn1	-2.9%	-1.3%	-13.8%	-2.8%	-0.2%	nt	8.3%	-1.9%	12.4%
COc1cccc(NC(=O)COc2ccc(Br)c(C)c2)c1	-10.8%	1.7%	-4.9%	-0.2%	0.1%	nt	8.9%	1.4%	18.1%
COc1ccc(C(=O)Nc2ccc(Cc3ccncc3)cc2)cc1Br	-2.6%	-11.8%	8.4%	-2.8%	0.1%	-1.0%	6.4%	12.3%	0.2%
Cc1cccc(NC(=S)N2CCCC(c3nc4ccccc4[nH]3)C2)c1 (stereo not drawn)	3.9%	-2.4%	-8.4%	5.6%	-0.9%	-0.4%	4.4%	-4.3%	8.3%
COc1cccc(-n2nnc3c(=O)n(Cc4cccc(C)c4)cnc32)c1	nt	-5.5%	-3.6%	-5.5%	-0.2%	-0.2%	2.2%	nt	4.4%
CN1N=C(C(C)(C)C)CSC1=Nc1ccccc1	-5.0%	5.4%	9.4%	-5.2%	0.9%	nt	-2.6%	8.0%	nt
O=C(C1CCN(S(=O)(=O)c2cccc3cccnc23)CC1)N1CC=C(c2ccccc2)CC1	0.8%	nt	-11.6%	3.8%	nt	3.9%	nt	24.3%	5.9%
COc1ccccc1C(=O)NCCn1cc(SCC(=O)Nc2nnc(C)s2)c2ccccc21	3.9%	-1.6%	-2.0%	2.4%	1.1%	-1.3%	5.0%	11.8%	1.4%
Cc1cccc(-c2noc(Cc3ccccc3)n2)c1	-0.8%	-0.7%	16.2%	-5.0%	0.6%	-0.1%	1.7%	6.0%	-0.5%

Compounds from the list above that have a thiophene ring, fused or not (three):
SMILES	PhoP inhibition	Dengue-2 NS5 capping	GPR35 antagonists	LYP inhibition	West Nile antiviral	ER stress rescue	MgcRacGAP inhibition	SV40 large T antigen	RSV CPE inhibition	others
CCN(CC)CCNc1ncnc2c1sc1nc(N3CCOCC3)c3c(c12)CC(C)(C)SC3	-0.4%	-4.8%	19.7%	-6.2%	-0.1%	-9.1%	15.0%	20.0%	6.6%	Dengue-2 NS5 capping pilot replicate=-1.1
Clc1ccc(-n2nnnc2Sc2ncnc3sccc23)cc1	nt	-69.3%	nt	nt	-0.9%	nt	-8.2%	nt	-2.1%
O=C(COC(=O)C1CCCN1C(=O)c1cccs1)Nc1ccc2c(c1)OCO2 (stereo not drawn)	5.2%	2.2%	13.2%	-2.6%	0.2%	-3.1%	10.5%	-3.0%	1.3%

More compounds follow:
SMILES	PhoP inhibition	Dengue-2 NS5 capping	GPR35 antagonists	LYP inhibition	West Nile antiviral	ER stress rescue	MgcRacGAP inhibition	SV40 large T antigen	RSV CPE inhibition	others
Cc1cccnc1NC(=O)c1ccccc1NC(=O)C(C)(C)C	0.0%	-10.6%	1.4%	-3.6%	-0.4%	0.2%	4.0%	5.3%	1.0%
O=C(CSc1nc2ccccc2c(=O)n1NC(=O)Cc1ccccc1)NCc1ccco1	-3.9%	-4.6%	4.5%	1.7%	-0.9%	-2.2%	-0.6%	5.6%	1.0%
CCn1c(SCC(=O)N2c3ccccc3CC2C)nnc1-c1ccco1 (stereo not drawn)	nt	-4.1%	nt	nt	-0.8%	nt	-0.3%	nt	3.7%
NS(=O)(=O)c1ccc(N=Nc2c(O)c(C(=O)O)cc3ccccc23)cc1	3.6%	>100µM*	2.1%	-0.8%	1.4%	nt	11.7%	-1.0%	-1.2%
COc1ccc(/C(N)=N/OC(=O)Cc2ccccc2OC)cc1	0.3%	-4.8%	11.9%	-6.5%	-0.3%	-2.2%	7.7%	6.0%	3.1%	Dengue-2 NS5 capping pilot replicate=0.6
c1ccc(N2CCN(c3ccc4nncn4n3)CC2)nc1	3.0%	-0.7%	0.3%	-1.5%	0.1%	0.0%	5.2%	0.8%	2.8%
O=C(CSc1ccccn1)Nc1nc2ccccc2s1	14.4%	-4.4%	5.3%	-2.6%	-0.2%	-0.4%	2.6%	8.5%	12.0%
